ELG1 repair inh: blocks ELG1-dependent DNA repair in HEK293T cells; Potency, µM (titrated, usually from 46.1 µM), inactives show at the highest dose activity change, negative = inhibition, usual class: inhibitors; HEK293T ELG1-luciferase reporter, luminescence, 16 h; DNA damage induced by 5-fluorouridine; hit rate 2.3% among 330,000; AID 504467; note: potency is the fitted concentration of half-maximal effect; % is set by controls: 0 for no effect and ±100 for the full control effect; nearly all actives have a fitted effect of over 55% in size
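5-Fluorouridine DNA damage + compound/DMSO, 2,000 cells/well, 16 h, 37 °C/5% CO2. ONE-Glo, 30 min RT, luminescence. Readout = decrease in reporter signal.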
KCNH2 3.1 block: blocks the human KCNH2 3.1 channel isoform. hit rate 0.95% among 340,000. AID 720553. activity change, % (tested at about 1.8 µM). U2OS KCNH2 3.1, thallium flux FluxOr; hits give low values;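 active = maximum activity change below -70%; inconclusive = maximum activity change from -70% to -50%; inactive = maximum activity change above -50%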;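 note: thallium influx rate constant from kinetic fluorescence after stimulation buffer; % is set by controls: 0 for no effect and ±100 for the full control effect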
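FluxOr-based Tl+ influx in U2OS cells transduced with KCNH2 3.1 virus; rate constants normalized to DMSO controls.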
TCR act: T cell receptor activation; Potency, µM (titrated, usually from 9.22 µM), for the others: top-dose activation of IL-2 secretion, actives largely listed as activators; AID 504894; 330,000 tested, under 10 active; primary human leukocytes, anti-CD3, IL-2 HTRF, 48 h; note: % of control where 0% means no effect
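Primary human leukocytes incubated 48 hr with anti-CD3 beads plus compound, without co-stimulation. Secreted IL-2 measured by HTRF (europium cryptate/d2 anti-IL-2 pair, 320 nm excitation, 665 nm emission).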
TSHR antag: blocks TSH signaling through the human TSH receptor; TSHR-expressing cells, TSH-stimulated cAMP HTRF, 2 h; hits give low values; hit rate 0.2% among 330,000; activity change, negative = inhibition, % at 11.5 µM; P16473;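 active = activity change below a set negative limit, meaning inhibition stronger than a set level, cut at about -70% in these data; inconclusive = activity change between two set negative limits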; note: % is set by controls: 0 for no effect and ±100 for the full control effect
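TSHR-expressing cells, 200/well, pre-treated with compound, then stimulated with EC80 TSH (4nM final) for 2 hours at 37 deg C. cAMP measured by competitive HTRF: anti-cAMP cryptate antibody in lysis buffer plus cAMP-d2, read after 30 minutes at room temperature.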
USP2a inh: blocks human ubiquitin-specific protease USP2a; USP2 core, Ub-CHOP2 coupled fluorogenic reporter, 485/531; hit rate 0.01% among 330,000; AID 463254; Potency, µM (top dose mostly 38.3 µM), for inactives: top-dose activity change, negative = inhibition, actives largely listed as inhibitors;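 note: potency is the fitted concentration of half-maximal effect; plate controls were DMSO wells for no effect and full inhibition by NEM control for full effect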
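Deubiquitinase activity read as fluorescence (485/531 nm) after Ub-CHOP2 cleavage activates the enterokinase reporter on its substrate; USP2 core 10nM, Ub-CHOP2 and substrate 25nM each, 30min compound preincubation then 60min RT; data normalized to NEM, curves fitted.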
KCNH2 WT inh: KCNH2 (human, wildtype) channel inhibition; AID 720551; U2OS, BacMam KCNH2, thallium flux FluxOr; hits give low values; hit rate 0.37% among 340,000; activity change, % at 1.84 µM; Q12809;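 active = maximum activity change below -70%; inconclusive = maximum activity change between -70% and -50%; inactive = maximum activity change above -50%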; note: % is set by controls: 0 for no effect and ±100 for the full control effect
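U2OS cells transduced with wild-type KCNH2 virus are loaded with FluxOr dye for 45 min, and thallium flux is measured in kinetic reads before and after stimulation buffer. Rate constants are normalized to DMSO controls.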
Mito fusion act: blocks mitochondrial division or promotes mitochondrial fusion; S. cerevisiae fusion-defective mutant growth rescue, CellTiterGlo 48 h; Potency, µM (highest dose often 46.1 µM), for the others: at the highest dose growth rescue (activation), usual class: activators; hit rate 0.23% among 320,000;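 note: potency is the fitted concentration of half-maximal effect; % of control where 0% means no effect; nearly all actives have a fitted effect of over 45% in size; temperature-sensitive fusion mutants such as fzo1-1 at 37 °C on non-fermentable ethanol glycerol medium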
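Yeast fusion mutant, YPEG (non-fermentable carbon), compound, 48 h at 37C non-permissive; CellTiterGlo added, 10 min RT, luminescence read. Rescued growth = division inhibition.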
TRPV1 ag: activates the human vanilloid receptor TRPV1 | hit rate 0.19% among 320,000 | TRPV1-expressing cells, Fluo-8 calcium influx, agonist mode | activation, % at 8.33 µM | AID 540275; in the data active = activation above about 80%; inconclusive = between about 30% and that limit; note: 0% is about no effect
Target sequence (Q8NER1 whole entry, looked up): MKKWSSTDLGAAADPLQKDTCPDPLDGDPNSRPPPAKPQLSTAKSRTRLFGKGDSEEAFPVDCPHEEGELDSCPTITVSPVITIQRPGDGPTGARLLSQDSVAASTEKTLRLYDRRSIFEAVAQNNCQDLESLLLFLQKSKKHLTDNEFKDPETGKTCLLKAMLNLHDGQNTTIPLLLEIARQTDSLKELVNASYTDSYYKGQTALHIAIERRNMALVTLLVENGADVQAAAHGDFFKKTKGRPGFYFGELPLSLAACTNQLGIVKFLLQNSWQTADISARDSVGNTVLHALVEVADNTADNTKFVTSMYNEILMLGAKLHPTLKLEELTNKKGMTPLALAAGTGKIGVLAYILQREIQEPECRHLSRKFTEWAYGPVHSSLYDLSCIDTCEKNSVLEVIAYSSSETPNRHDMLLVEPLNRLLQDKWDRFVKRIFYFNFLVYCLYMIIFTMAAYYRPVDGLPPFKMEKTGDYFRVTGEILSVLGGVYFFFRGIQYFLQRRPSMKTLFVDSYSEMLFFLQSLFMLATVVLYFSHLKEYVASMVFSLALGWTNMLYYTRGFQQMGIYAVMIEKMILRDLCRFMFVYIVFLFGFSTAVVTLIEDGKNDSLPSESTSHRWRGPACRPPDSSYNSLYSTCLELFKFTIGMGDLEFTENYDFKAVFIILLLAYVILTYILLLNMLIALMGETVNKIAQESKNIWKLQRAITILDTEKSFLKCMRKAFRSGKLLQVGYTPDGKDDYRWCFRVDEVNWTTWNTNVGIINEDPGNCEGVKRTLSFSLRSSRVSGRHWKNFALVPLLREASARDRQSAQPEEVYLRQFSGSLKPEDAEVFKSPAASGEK
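Cells expressing TRPV1 were dye-loaded with Fluo-8 and read kinetically: 10 s baseline, 3 min after compound (agonist portion), then 2 min after EC20 capsaicin (allosteric enhancer portion). Calcium-bound dye fluorescence at 480/520 nm.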
A-T KAP1 phos: candidate therapy for ataxia-telangiectasia | Potency, µM (titrated, usually from 57.5 µM), for the others: at the top dose activation, actives largely listed as activators | […] A-T fibroblasts, KAP-1 phosphorylation AlphaLISA; neocarzinostatin DNA damage 30 min before lysis | AID 485349 | hit rate 0.19% among 320,000; note: potency is the fitted concentration of half-maximal effect; % of control where 0% means no effect; nearly all actives have a fitted effect of over 45% in size
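hTERT-immortalized A-T patient fibroblasts ([…]), 500 cells/well in OPTI-MEM, 1% FBS, got compounds for 60 min, then NCS for 30 min at 37C. Lysates were then assayed for phospho-KAP-1 by AlphaLISA (anti-pKAP1 donor, anti-KAP1 acceptor beads), 6 hr at 25C.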
Eya2 inh: Eya2 (human) phosphatase inhibition; O00167; hit rate 0.006% among 330,000; recombinant Eya2, OMFP fluorescence dephosphorylation (OMFP is methylfluorescein phosphate); Potency, µM (titrated, usually from 76.9 µM), without a hit: at the highest dose activity, negative = inhibition, actives largely listed as inhibitors; note: potency is the fitted concentration of half-maximal effect; % is set by controls: 0 for no effect and ±100 for the full control effect
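Eya2 (0.2 uM) preincubated 10 min at ambient with compound, then OMFP substrate added at 50 uM; 10 min reaction in 50 mM HEPES pH 7.5, 50 mM NaCl, 5 uM MgCl2, 0.05% BSA, 1 mM DTT. Fluorescence read at Ex 485/Em 525 nm.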
* marks the source's active call; other numbers are inactive results; i = inactive; ? = inconclusive; · = no result given; [ ] = dose if it differs, or a comment. Unless noted, calls come from the whole dose curve; as a rule, active = well fitted curve in the direction sought with a large enough effect; inconclusive = small, poorly fitted or top-dose-only effect, or another doubt; inactive = no such curve, though single readings can be large; an effect the other way counts as inactive or inconclusive.

structure	ELG1 repair inh	KCNH2 3.1 block	TCR act	TSHR antag	USP2a inh	KCNH2 WT inh	Mito fusion act	TRPV1 ag	A-T KAP1 phos	Eya2 inh
COc1cccc(C(=O)NCCS(=O)(=O)NC(C)CCc2ccccc2)c1 (centres undefined)	1%	-7	1%	-3	-2%	3	-2%	?	2%	8%
CCN(CC)c1ccc(/C=N/NC(=S)NCc2ccc(OC)cc2)cc1	?	16	2%[46.1 µM]	33	1%	0	25%	-5	5%	2%
O=C(c1ccc(F)cc1)N1CCC2(CC1)NCCc1[nH]cnc12	16%	-7	-1%	-27	2%	6	0%	-3	8%	3%
C#CCn1c(=NC(=O)c2ccccc2[N+](=O)[O-])sc2cc(S(C)(=O)=O)ccc21	?	-4	-1%[46.1 µM]	-14	1%	3	-2%	3	10%	5%
COc1cccc(NC(=O)CN(C)C(=O)c2cc3ccccc3cc2OC)c1	-9%	11	-1%	-1	0%	6	2%	6	2%	7%
Cc1nc2ncnn2c(C)c1CCC(=O)N1CCc2ccccc21	9%	-9	0%	13	1%	24	4%	0	5%	5%
Cc1nn2cc(-c3cccc(Cl)c3)cnc2c1Br	?	0	1%	-9	2%	-1	-10%	6	-2%	1%
COc1ccccc1/C=C1\NC(=S)N(CC2CCCO2)C1=O (centres undefined)	-6%	-3	8%	-17	-1%	-4	13%	0	-3%	-3%
Cc1nc(C)c(N)c(=O)[nH]1	3%	-9	6%	11	2%	1	3%	0	-9%	-1%
COc1ccc(/[N+]([O-])=C/c2ccco2)cc1	?	7	5%	-3	1%	3	-10%	2	-7%	2%

A few values from above.
USP2a inh, Cc1nc2ncnn2c(C)c1CCC(=O)N1CCc2ccccc21 : 1%
Mito fusion act, O=C(c1ccc(F)cc1)N1CCC2(CC1)NCCc1[nH]cnc12 : 0%
KCNH2 3.1 block, C#CCn1c(=NC(=O)c2ccccc2[N+](=O)[O-])sc2cc(S(C)(=O)=O)ccc21 : -4

Following part.
structure	ELG1 repair inh	KCNH2 3.1 block	TCR act	TSHR antag	USP2a inh	KCNH2 WT inh	Mito fusion act	TRPV1 ag	A-T KAP1 phos	Eya2 inh
Cc1cc(C)nc(NS(=O)(=O)c2ccc(NC(=O)CCCN3C(=O)c4ccccc4C3=O)cc2)n1	2%	-18	2%	-8	-2%	7	2%	-4	14%	-8%
NC(=O)C1CCN(CC(=O)NCc2ccccc2)CC1	8%	2	-3%	3	-8%	-15	5%	2	0%	-39%
COc1ccc(S(=O)(=O)N2CCC3(CC2)OCCO3)cc1	-4%	-10	-4%	-6	0%	i	-1%	0	-2%	0%
Cc1ccc(NC(=O)COC(=O)CCC(=O)c2cccs2)cc1C	9%	4	-1%	10	1%	5	-9%	?	-4%	3%
O=C(COc1ccccc1O)c1cccs1	24%	-15	-1%	-7	1%	-19	1%	1	-2%	8%[15.4 µM]
CC(C)(C)C1CCc2c(C(=O)N/N=C/c3cccs3)csc2C1 (centres undefined)	?	-4	-2%	2	5%	-8	-1%	?	-3%	6%
CN(Cc1ccccc1)C(=O)c1ccc(NC(=O)c2ccccc2)cc1	1%	2	8%	6	-2%	-11	2%	15	5%	-3%
COc1ccc(CN2C(=O)c3cccnc3C2=O)cc1S(=O)(=O)NCc1ccc(C)cc1	0%	16	14%	12	2%	15	1%	3	1%	0%
CCC(CC)C(=O)NCCc1ccc(S(N)(=O)=O)cc1	-1%	-6	5%	1	-2%	2	-3%	1	1%	-19%
CCOC(=O)C1=C(c2ccccc2)N=C2SCC(=O)N2C1c1ccc(OCC)c(OCC)c1 (centres undefined)	2%	-7	-2%	-8	-1%	-3	-4%	?	-1%	20%
COc1ccc(C(=O)N2CCN(C(C)=O)CC2)cc1S(=O)(=O)N1CCOCC1	-5%	1	-6%	-11	1%	8	26%	2	-1%	-11%
O=C(O)CCNc1ccc(NCCC(=O)O)c2c1C(=O)c1ccccc1C2=O	-30%	0	13%	-30	11%	-9	-32%	-1	-11%	-12%
COc1ccc(CNC(=O)C2CCCN(S(=O)(=O)c3cc(C)ccc3OC)C2)cc1 (centres undefined)	?	5	-4%	-4	1%	4	0%	1	4%	-4%
COc1cc(/C=N/N2CCCCC2)cc([N+](=O)[O-])c1O	-9%	-6	12%	-10	1%	-6	7%	2	-34%	12%
Cc1cnc(C(=O)Nc2nnc(C(C)C)s2)cn1	?	6	·	-2	2%	2	-2%	2	5%	-11%
O=C(NN1CCN(Cc2ccccc2Cl)CC1)c1ccc(Br)cc1	5%	6	-4%	-3	1%	42	-3%	24	1%	20%
CC(C)(C)c1ccc(C(=O)Nc2ccc(N3CCOCC3)cc2)cc1	18µM*	4	·	-7	3%	2	-1%	-2	-3%	-19%
Cc1ccc(N2C=Nc3ccc(C)c4nc(C)cc2c34)cc1	-10%	-1	-8%	2	-4%	-2	-2%	4	-1%	-4%
Cc1nc2ccccc2n1C(C)c1ccccc1 (centres undefined)	-12%	-2	16%	10	3%	3	-11%	-1	4%	11%
NC(=O)CSc1oc(-c2ccco2)nc1S(=O)(=O)c1ccccc1	7%	-8	9%	?	1%	-12	2%	-4	0%	4%

Full records from above. Screens in order: ELG1 repair inh, KCNH2 3.1 block, TCR act, TSHR antag, USP2a inh, KCNH2 WT inh, Mito fusion act, TRPV1 ag, A-T KAP1 phos, Eya2 inh
Cc1nc2ccccc2n1C(C)c1ccccc1 (centres undefined) is listed as -12%, -2, 16%, 10, 3%, 3, -11%, -1, 4%, 11%
Cc1cnc(C(=O)Nc2nnc(C(C)C)s2)cn1 is listed as ?, 6, ·, -2, 2%, 2, -2%, 2, 5%, -11%

Carrying on:
structure	ELG1 repair inh	KCNH2 3.1 block	TCR act	TSHR antag	USP2a inh	KCNH2 WT inh	Mito fusion act	TRPV1 ag	A-T KAP1 phos	Eya2 inh
O=C(Nc1ccccc1)c1cc(Cl)nc2ccccc12	-6%	-13	0%[46.1 µM]	21	?	15	2%	?	-15%	-9%
CCCCSc1nsc(NC(C)=O)n1	?	-9	-1%	-8	-1%	-25	3%	10	10%	-13%
Cc1occc1-c1nnc(SCC(=O)NCCc2ccccc2)o1	27%	2	0%	3	0%	16	-1%	0	-1%	-6%
CN(C)c1ccc(NC(=S)c2ccc3ccccc3n2)cc1	?	-13	0%	-91*	-1%	10	-17%	?	-6%	1%
CCc1ccc(-c2ccc(C(=O)C(F)(F)F)[nH]2)cc1	?	-1	·	23	2%	-5	0%	2	-10%	-3%
C=CCn1c(-c2ccccc2)nc(=S)c2c1CC(C)(C)OC2	0%	-4	-20%	-3	1%	-1	4%	-2	3%	16%
CC(C)c1ccc(C(C)NCCS(=O)(=O)c2ccc(Br)cc2)cc1 (centres undefined)	15%	-3	9%	-3	2%	9	-1%	-2	6%	9%
CC(C)NC(=O)NC(=O)COC(=O)c1ccc([N+](=O)[O-])cc1Cl	-12%	22	-6%	-5	2%	-28	6%	1	-1%	-7%
Cc1cc2c(cc1C)NC(c1c(C)n(C)n(-c3ccccc3)c1=O)C1=C(CC(C)(C)CC1=O)N2 (centres undefined)	-3%	3	-2%	0	29%	6	0%	-7	14%	0%
CCOC(=O)N1CCN=C1SCc1ccc(C(F)(F)F)cc1	8%	4	7%	5	3%	-11	-7%	19	5%	-6%
NS(=O)(=O)c1ccc(N2CCOCC2)c(C(=O)NCc2ccc3c(c2)OCO3)c1	1%	10	-4%	4	3%	4	-3%	-3	4%	3%
O=C(CSc1ncn(-c2ccccc2)n1)Nc1ccc2c(c1)OCCO2	15%	9	3%	-7	5%	6	-3%	10	4%	15%
COc1ccccc1NC(=O)N1c2ccc(F)cc2CCC1C (centres undefined)	10%	7	1%	3	3%	-13	24%	-9	3%	1%
COC(=O)c1cccc(NC(=O)CCNC(=O)c2ccco2)c1	1%	-24	0%	14	1%	-14	-12%	-4	0%	16%
COCCN(C(=O)c1ccc(OC2CCN(S(=O)(=O)N(C)C)CC2)cc1)C(C)C	-6%	?	0%	-6	-1%	-16	-1%	-2	4%	-14%
CCOc1cc(/C=C2\CCn3c2nc2cc(Cl)ccc2c3=O)ccc1O	14%	-8	-8%	-7	0%	-9	2%	-1	4%	8%
N#CC1=C(N)N(c2ccccc2C#N)C2=C(C(=O)CCC2)C1c1ccsc1 (centres undefined)	-14%	-10	1%	-16	-1%	4	-4%	5	4%	4%
c1ccc2sc(-c3ccc4c(c3)OCO4)nc2c1	?	-3	4%	-15	-1%	-3	2%	0	5%	-10%
Cc1cc(C)cc(N(CCC#N)C(=O)COC(=O)CNC(=O)c2sc3ccccc3c2Cl)c1	0%	1	4%	1	0%	14	8%	0	0%	-26%
Cc1ccc(NS(=O)(=O)c2ccc(C)c(NC(=O)COc3ccc4ccccc4c3)c2)c(C)c1	?	2	2%	-11	2%	3	16%	2	-4%	-21%
COc1ccc(CNC(=O)CN(Cc2ccco2)C(=O)CNS(=O)(=O)c2ccccc2)cc1	0%	-25	-10%	4	2%	24	4%	1	6%	-1%

The list is partial, so the mix of outcomes need not match the whole.
